# Tb MetRS inh: T. brucei MetRS inhibitors, primary screen, biochemical, luminescence | methionyl-tRNA synthetase (Trypanosoma brucei brucei) | purified T. brucei MetRS, ATP depletion, Kinase-Glo luminescence | inhibition, % at 11.9 µM | 0.4% of 360,000 active | AID 624268, 2012;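 active means inhibition above a per-plate cutoff of the control wells' mean inhibition plus 3 SD, cut at about 5.5% in these data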;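 further: 0% = DMSO wells median and 100% = median of wells with control inhibitor compound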
#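 Test system: purified T. brucei MetRS enzyme. Also added: ATP, methionine and E. coli bulk tRNA substrates. Compound: 11.9 µM single point. Schedule: 15 min enzyme-compound preincubation, 2 h reaction, 10 min detection, 25 °C. Signal: luciferase luminescence of residual ATP, Kinase-Glo. Evaluation: percent inhibition versus plate control medians. Controls: DMSO wells, low control.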
# bovine MsrA act: bovine MsrA enzyme activators, primary screen, biochemical, absorbance, HTS; activation, % at 10.6 µM; purified bovine MsrA, absorbance read-out; AID 602163, 2012; 0.3% of 360,000 active; in the data active means activation above about 7.5%;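 further: 0% = vehicle and 100% = reference activator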
# SUMO1-SIM PPI: modulators of SUMO1 protein-protein interactions, primary screen, biochemical, uHTS; Small ubiquitin-related modifier 1 (Homo sapiens), P63165; 0.33% of 360,000 active; AID 602429, 2012; inhibition, % at 20 µM; SUMO1 binding to a labelled peptide, TR-FRET, 1 h; in the data active means inhibition above about 37%
# Target sequence (P63165 whole entry, looked up): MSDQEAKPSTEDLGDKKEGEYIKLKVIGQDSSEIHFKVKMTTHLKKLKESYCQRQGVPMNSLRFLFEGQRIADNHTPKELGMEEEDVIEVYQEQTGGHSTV
# CendR NRP1 mod: modulators of CendR peptide binding to NRP-1, primary screen, biochemical, fluorescence polarization, uHTS; AID 602438, 2012; 0.85% of 360,000 active; Neuropilin-1 (Homo sapiens), O14786; FAM-RPARPAR peptide binding to NRP-1; inhibition, % at 25 µM;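 active means inhibition or corrected inhibition above about 18%, plus a signal ratio from 0.5 to 1.5, limit read from the data, passing the limit was not always enough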; further: strong numbers were not always called active
# E coli Lon inh: inhibitors of E. coli Lon protease, primary screen, biochemical, fluorescence polarization; P0A9M0; purified E. coli Lon protease; inhibition, % at 7.94 µM; 0.42% of 360,000 active; in the data active means inhibition above about 13%, passing the limit was not always enough;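 further: 0% = enzyme with probe and DMSO and 100% = no enzyme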
# LMPTP block: LMPTP phosphatase inhibitors, primary screen, biochemical, fluorescence intensity, uHTS. Low molecular weight phosphotyrosine protein phosphatase (Homo sapiens), P24666. recombinant LMPTP-A, OMFP fluorogenic substrate. inhibition, % at 20 µM. 0.22% of 360,000 active. AID 651560, 2012;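 active means compounds that cut the enzyme signal by at least half of the control window in the single-dose screen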;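 further: plate controls were DMSO wells with enzyme plus substrate for no effect and substrate without enzyme for full effect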
# Target sequence (P24666 whole entry, looked up): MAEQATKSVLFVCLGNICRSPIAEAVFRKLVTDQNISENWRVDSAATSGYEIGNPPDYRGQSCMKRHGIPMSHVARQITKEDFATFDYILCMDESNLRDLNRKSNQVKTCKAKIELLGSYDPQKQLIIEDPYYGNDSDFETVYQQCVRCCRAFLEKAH
#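 material = LMPTP-A | quantity = 0.625 nM enzyme | reagent = OMFP substrate, 400 µM final | buffer or medium = Bis-Tris pH 6.0, DTT, detergent | detection = endpoint fluorescence intensity from OMFP dephosphorylation | dosing = single 20 µM dose | read-out basis = % inhibition relative to no-enzyme and uninhibited control wells | control set = no-enzyme and uninhibited controls | timing = 50 min at room temperature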
# DNMT1 block: human DNMT1 methyltransferase inhibitors, primary screen, biochemical, molecular beacon, fluorescence, HinP1I cleavage, uHTS | DNA (cytosine-5)-methyltransferase 1 (Homo sapiens), P26358 | inhibition (reported as % activation of signal), % at 10 µM | 0.83% of 360,000 active; in the data active means inhibition above about 50%
# Scp1 inh: Scp-1 phosphatase inhibitors, primary screen, biochemical, colorimetric, uHTS | Carboxy-terminal domain RNA polymerase II polypeptide A small phosphatase 1 (Homo … | Recombinant Scp1, phosphopeptide, malachite green phosphate absorbance | inhibition, % at 20 µM | 0.88% of 340,000 active | AID 493091, 2011;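 active means inhibition above about 50% at 20 µM, limit read from the data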;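 further: plate controls were DMSO wells with enzyme for no effect and wells lacking enzyme for full effect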
# Target sequence (Q9GZU7 76-261 limits assumed): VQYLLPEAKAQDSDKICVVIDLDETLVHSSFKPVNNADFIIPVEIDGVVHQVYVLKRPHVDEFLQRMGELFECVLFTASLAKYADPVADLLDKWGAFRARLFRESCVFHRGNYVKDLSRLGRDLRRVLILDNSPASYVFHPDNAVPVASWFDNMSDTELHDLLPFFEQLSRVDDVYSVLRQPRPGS
#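 Incubation: 45 min enzyme reaction at room temperature / System: truncated SCP-1 phosphatase (76-261aa) / Reagent: Phospho 17-mer peptide substrate / Buffer or medium: Acidic Tris acetate buffer with magnesium and detergent / Signal: absorbance at 630 nm / Doses: one concentration, 20 µM, with 1.0% DMSO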
# MsrA inh: bovine MsrA enzyme inhibitors, primary screen, biochemical, absorbance, HTS | inhibition, % at 15.5 µM | AID 651718, 2012 | Methionine sulfoxide reductase A (Bos taurus) | 0.75% of 360,000 active | purified bovine MsrA, absorbance read-out; in the data active means inhibition above about 4.5%;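 further: 0% = vehicle wells with enzyme and 100% = reference inhibitor wells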
# STEP block: STEP phosphatase inhibitors, primary screen, biochemical, fluorescence intensity, uHTS; Tyrosine-protein phosphatase non-receptor type 5 (Homo sapiens), P54829; recombinant STEP, OMFP fluorogenic substrate; inhibition, % at 20 µM; 0.25% of 360,000 active; AID 588621, 2011;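 active means inhibition at 20 µM, scaled per plate between control wells, above about 37%, limit read from the data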;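 further: 0% = DMSO with enzyme and substrate and 100% = substrate only without enzyme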
# Target sequence (P54829 whole entry, looked up): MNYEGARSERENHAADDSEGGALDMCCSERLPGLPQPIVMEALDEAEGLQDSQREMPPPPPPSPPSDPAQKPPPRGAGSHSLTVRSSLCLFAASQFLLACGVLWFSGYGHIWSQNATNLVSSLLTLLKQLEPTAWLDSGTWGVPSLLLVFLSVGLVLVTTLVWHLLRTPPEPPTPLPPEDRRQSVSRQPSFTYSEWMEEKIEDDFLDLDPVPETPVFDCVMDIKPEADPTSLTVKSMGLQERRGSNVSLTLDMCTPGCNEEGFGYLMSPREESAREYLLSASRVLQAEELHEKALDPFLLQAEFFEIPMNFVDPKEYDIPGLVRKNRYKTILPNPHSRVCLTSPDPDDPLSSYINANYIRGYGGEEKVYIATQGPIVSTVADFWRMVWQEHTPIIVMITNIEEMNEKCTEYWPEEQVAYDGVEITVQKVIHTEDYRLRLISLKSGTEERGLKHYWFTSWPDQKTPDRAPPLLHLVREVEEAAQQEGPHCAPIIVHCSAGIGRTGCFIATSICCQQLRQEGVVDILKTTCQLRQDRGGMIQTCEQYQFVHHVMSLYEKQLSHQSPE
#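 Measure: Control-normalized % inhibition with plate pattern correction | Test system: STEP phosphatase, cell-free reaction | Medium: pH 6.0 Bis-Tris with DTT and Tween 20 | Technique: Fluorescence, 480/540 nm | Times: Reaction 20 min, ambient temperature | Doses: Single compound dose of 20 µM, 1% DMSO final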
# * = called active by the depositor; . = no result given.
# Values in the order – SUMO1-SIM PPI	CendR NRP1 mod	MsrA inh	Scp1 inh	DNMT1 block	STEP block	Tb MetRS inh	E coli Lon inh	bovine MsrA act	LMPTP block
1	COc1ccc(OCCC(=O)NCCN2CCOCC2)cc1
  0	-4	-0.6	1	-1	0	-0.8	-6	-11	-1.4
2	CC(=O)c1ccc(N(C(=O)Cn2nnc3ccccc32)C(C(=O)NCc2ccccc2)c2ccccn2)cc1 (stereo not drawn)
  -3	8	1.0	-2	5	-1	0.2	-4	-1	-0.1
3	Cc1ccc(C(=O)N(CN2CCCC2=O)c2ccc(F)cc2)cc1C
  -3	3	-1.4	-2	-2	-2	0.2	-2	-1	0.8
4	CC(C)(C)c1cc(NC(=O)CCl)n(-c2ccccc2)n1
  5	-10	-0.6	3	3	-3	-0.4	-4	-4	-2.8
5	Cc1ccc(C2=NOC(C)(c3nnc(-c4cccc(Cl)c4)o3)C2)cc1 (stereo not drawn)
  0	-10	0.3	-1	5	-1	-0.3	-4	-5	-0.6
6	COc1ccccc1-c1noc(CCC(=O)Nc2cccc(C(F)(F)F)c2)n1
  2	-4	-0.1	-16	-4	0	0.0	-8	-2	0.2
7	O=[N+]([O-])c1ccc(C=Nc2ccc(Cl)c([N+](=O)[O-])c2)s1
  -6	-26	5.1*	.	-6	2	0.7	0	2	0.2
8	CCN(CC(=O)Nc1c(F)cccc1F)C(=O)C1CCN(C(=O)c2ccc(Cl)cc2)CC1
  -1	6	-0.2	-6	-3	0	-0.6	-1	-2	-2.1
9	CC1=C(C(=O)Nc2cc(C(=O)NCCC(C)C)ccc2C)SCCO1
  -3	0	-1.0	3	6	-2	-1.9	1	-10	2.0
10	COc1ccc(CC(NC(C)=O)C(=O)NC2CCN(c3ncccc3[N+](=O)[O-])CC2)cc1 (stereo not drawn)
  -19	13	-0.6	-3	2	-2	-0.5	11	-4	1.4
11	CCC(CC)CN1CCC(CN2C(=O)C(=O)NC[C@@H]2CC(C)C)CC1
  3	-6	-1.2	.	3	-1	-1.0	-6	-7	0.6
12	Cc1cc(=O)oc2cc(OCc3ccc(C(=O)N4CCN(c5ccccc5)CC4)cc3)ccc12
  3	8	4.0	3	4	4	-0.7	-10	-5	5.7
13	CC1SC(C)C(=O)N(CC(=O)Nc2ccc3c(c2)OCO3)C1=O (stereo not drawn)
  -1	-1	-1.0	-5	-11	-4	0.0	-6	-2	0.6
14	O=S(=O)(Nc1nc2ccccc2nc1Cl)c1ccc(Br)cc1
  3	-25	0.6	-6	-8	-3	1.5	12	-3	0.2
15	Cc1cccc(NC(=O)CSc2nnc(CSc3nc(C)cc(C)n3)o2)c1
  1	7	-1.1	-1	4	-4	-0.3	0	-3	-0.1
16	CC(C)OCCCn1c(=NC(=O)c2cccs2)c(C#N)cc2c(=O)n3ccccc3nc21
  -21	-14	3.0	-13	8	-3	-0.2	2	-2	1.2
17	COCc1ccc(-c2c(-c3cccc(OC)c3)sc3ccc(OC)cc23)cc1
  -2	1	2.1	-10	9	0	-0.1	0	-4	2.2
18	CCn1c(-c2cc(-c3cc(C)ccc3C)nc3ccccc23)n[nH]c1=S
  -2	4	1.3	-2	0	3	0.2	2	-3	0.1
19	O=C(Cc1ccc(F)cc1)NC1CCCCCC1
  2	4	-0.7	-2	1	-1	1.4	-3	-1	0.9
20	O=C(Nc1ccc2c(c1)OCO2)c1cc2ncc(Br)cn2n1
  9	14	1.6	57*	59*	12	-1.2	1	-6	36
21	Cc1ccc(-c2nnc(-c3ccccc3)o2)cc1Br
  4	-13	1.2	-5	6	-2	-0.4	3	-8	-0.1
22	CCCCN(C(=O)CSc1nnnn1C)C1CCS(=O)(=O)C1 (stereo not drawn)
  2	15	0.1	4	1	-2	-0.3	-4	-4	-1.0
23	CCn1nc(C)c(/C=N/NC(=O)Cn2cncn2)c1C
  1	1	-0.3	-7	6	0	0.1	1	-2	-0.6
24	O=[N+]([O-])c1cccc(-c2cn(-c3ccccc3)c(=S)[nH]2)c1
  -5	5	-0.1	-3	5	2	-0.1	-1	-6	-1.1
25	Cc1cc(C(=O)N2CCC2(C)C(=O)NS(=O)(=O)c2ccc(F)cc2F)nn1C (stereo not drawn)
  1	13	-1.0	.	3	4	0.5	4	-3	-0.9
26	Cc1nn(-c2ncc(C(F)(F)F)cc2Cl)c(=O)n1-c1ccc(F)cc1
  2	11	-0.3	-2	0	-1	0.4	-16	-1	-0.3
27	Cc1ccnc(NC(=O)Cn2c(=O)oc3ccccc32)c1
  1	10	0.7	4	1	-2	-0.2	-3	-4	-0.1
28	COC(=O)C1=C(C)Nc2nc(-c3ccccc3)nn2C1c1ccc(C)o1 (stereo not drawn)
  1	-20	0.3	2	1	1	-0.4	-9	-2	-1.5
29	CCC(NC(=O)c1ccccc1NC(=O)c1ccccc1)C(=O)NNC(=O)CSc1nc2ccccc2o1 (stereo not drawn)
  5	-10	-0.4	-8	7	2	-0.7	0	-1	0.7
30	O=C(N/N=C1\CCCc2oc(C(=O)O)cc21)c1ccccc1
  3	0	3.5	3	1	1	0.3	2	-2	0.2
31	Cc1nn(Cc2cccc(C(=O)O)c2)c(C)c1[N+](=O)[O-]
  2	-11	-0.1	-11	0	-2	0.5	0	-1	-0.9
32	O=C(NCc1ccco1)C(NS(=O)(=O)c1cccc2nsnc12)c1ccccc1 (stereo not drawn)
  -26	8	0.1	0	4	-2	-0.7	1	-8	0.4
33	Cc1c(C(=O)NCCSCc2ccc(F)cc2)cnn1-c1ccc(Cl)cc1
  3	-4	-0.7	-21	2	0	0.4	1	-3	2.4
34	CC(=O)c1ccc(NC(=O)CCc2nnc3ccc(NCc4ccco4)nn23)cc1
  -5	2	0.8	32	-1	-4	0.0	-4	-8	1.1
35	COc1ccc(NS(=O)(=O)c2cccc(C(=O)NNC(=O)NCCCl)c2)cc1
  1	11	-0.2	-4	1	-1	-0.6	10	-7	-0.5
36	O=C(CCc1nnc(Cc2cccc(C(F)(F)F)c2)o1)NC1CC1
  2	-2	0.5	-4	-2	-2	0.0	-3	-4	-0.8
37	CCOC(=O)/C(C#N)=C/c1ccc(N2CCN(Cc3ccccc3)CC2)cc1
  -21	-59	0.8	4	-3	0	-0.5	-65	0	2.8
38	Cc1cc2oc(=O)cc(CN3CCOCC3)c2cc1O
  -9	0	2.5	-9	0	-2	0.5	2	-1	-1.3
39	COc1ccc(Cl)cc1NC(=O)CN(C)C(=O)c1cccc(S(=O)(=O)N2CCN(C)CC2)c1
  -5	1	0.1	-5	-8	1	-0.3	-8	-2	-0.7
40	CCCCSCCCNC(=O)c1ccc(CS(=O)(=O)c2ccc(OC)cc2)o1
  -1	-1	0.3	45	-1	-2	0.0	3	0	0.9
41	CC(=O)Nc1ccc(S(=O)(=O)N2CCC(C(=O)NC3CCCC3)CC2)cc1
  16	6	-0.8	-6	1	-1	0.0	-8	-3	-1.4
42	CNC(=O)c1ccc(NC(=O)CN2c3cccc4cccc(c34)S2(=O)=O)cc1
  -13	-36	0.8	3	-5	-1	-0.4	-26	-10	-0.1
43	CCOC(=O)C1(Cc2ccc(OC)cc2)CCN(C(=O)CC2CCC(=O)N2)CC1 (stereo not drawn)
  0	-5	0.6	0	-1	-1	-0.3	-3	-7	1.3
44	C/C(=N\NC(=O)C(=O)Nc1cccc(C(F)(F)F)c1)c1ccc(Cl)s1
  -1	-1	0.1	2	19	2	0.6	-14	-1	-0.2
45	O=c1[nH]n(-c2ccc([N+](=O)[O-])cc2)c(=O)c2ccccc12
  -4	-2	2.8	52*	32	1	-1.4	-5	-10	8.5
46	C/C(=N\NC(=O)c1nnn(-c2nonc2N)c1CN(C)c1ccccc1)c1cccs1
  3	-2	1.4	-6	0	0	0.5	3	-2	2.2
47	CCN(c1ccccc1)c1nc2nonc2nc1NCCO
  -6	13	13*	-10	2	1	2.8	-7	-4	-1.4
48	CCn1cc(-c2n[nH]c(=S)n2-c2ccc(C)cc2Br)c(=O)c2ccc(C)nc21
  1	16	-0.8	-3	1	0	-0.3	2	-2	-1.8
49	Cc1nc(N2CCN(c3ccccn3)CC2)c2c(C)c(C(=O)Nc3ccc(Cl)cc3)sc2n1
  -94	16	1.0	6	-2	1	-0.3	2	-3	3.4
50	CCCN1C2CCCC1CC(NC(=O)Nc1cccc(C(C)=O)c1)C2 (stereo not drawn)
  2	-3	2.3	0	0	-2	-1.4	-3	-6	-1.5
51	CC(=O)Nc1cncc(-c2ccccc2C(C)=O)n1
  2	8	2.8	.	-2	-3	-0.2	6	2	0.3
52	CN(C)CCN(Cc1cc2cc3c(cc2[nH]c1=O)OCO3)C(=S)NCC1CCCO1 (stereo not drawn)
  3	-9	0.6	-1	4	0	1.6	2	-3	1.6
53	CCOc1cc(C(N)=O)cc(Br)c1OC
  -2	6	-0.3	-3	3	2	-0.5	5	0	0.2
54	Cc1cc(NNC(=O)c2ccccc2)nc(NNC(=O)c2ccccc2)n1
  5	-23	0.1	-7	0	-1	-0.5	1	1	-1.3
55	Cc1ccc(S(=O)(=O)N2CCN(c3ccc([N+](=O)[O-])c4cccnc34)CC2)cc1
  -22	-14	1.5	-5	-15	1	-0.1	7	-1	2.6
56	COCCNC(=O)Cc1ccc(Br)cc1
  1	22	-0.9	-1	7	-5	-1.3	-3	-13	-0.2
